NCOA1 inh: inhibits human SRC1 coactivator; Q15788; actives 0.12% (n = 360,000); HEK293 GAL4-SRC1 luciferase reporter, luminescence; inhibition, % at 3.6 µM;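 active = inhibition above the campaign mean plus 3 SD, with each screening campaign given its own cutoff, cut at about 60% in these data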;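 note: 0% = DMSO treated cells and 100% = gossypol at 36 µM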
SRC2 inh: human SRC2 (NCOA2) inhibition. HEK293 GAL4-SRC2 luciferase reporter, luminescence. Q15596. inhibition, % at 9 µM. actives 0.17% (n = 370,000). AID 651957;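 active = inhibition above the mean inhibition of all tested compounds plus 3 SD, set per campaign, cut at about 52% in these data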;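 note: 0% = DMSO treated cells and 100% = cells given Gossypol at 36 µM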
TRAIL sens C8: caspase-8 TRAIL sensitization; NB7+C8 cells + TRAIL, ATPlite viability luminescence; actives 1% (n = 360,000); inhibition (viability loss, TRAIL sensitization), % at 10 µM;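 active = compounds causing at least 50% loss of cell viability in the single-dose screen, relative to plate controls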
NR2F2 inh: NR2F2 (human) inhibition, primary screen | P24468 | HEK293T NGFI-A luciferase reporter, luminescence | inhibition, % at 8.6 µM | actives 0.7% (n = 370,000);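 active = inhibition above a per-plate cutoff, mean inhibition of test wells between control levels plus 3 SD, cut at about 38% in these data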;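 note: cells cotransfected with COUP-TFII expression vector driving the NGFI-A reporter; 0% = median of COUP-TF2 test wells and 100% = reporter-only cells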
Target sequence (P24468 whole entry, looked up): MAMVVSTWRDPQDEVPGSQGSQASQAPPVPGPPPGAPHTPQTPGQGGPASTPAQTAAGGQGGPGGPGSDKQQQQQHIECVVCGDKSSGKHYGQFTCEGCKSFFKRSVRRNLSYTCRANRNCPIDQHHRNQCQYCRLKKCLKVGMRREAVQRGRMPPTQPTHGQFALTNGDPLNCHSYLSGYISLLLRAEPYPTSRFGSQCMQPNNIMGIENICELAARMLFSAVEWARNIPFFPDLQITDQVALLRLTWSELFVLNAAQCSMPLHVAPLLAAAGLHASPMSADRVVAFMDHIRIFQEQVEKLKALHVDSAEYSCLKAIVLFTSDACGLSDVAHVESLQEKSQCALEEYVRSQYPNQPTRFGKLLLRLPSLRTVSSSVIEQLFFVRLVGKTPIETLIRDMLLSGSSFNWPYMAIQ
LMP1 NFkB inh: reduces LMP1-driven NF-kappaB luciferase signal; AID 504558; LMP1-induced NF-kappaB luciferase reporter cells, luminescence; actives 0.69% (n = 350,000); inhibition, % at 12.5 µM; in the data active = inhibition above about 41%;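 note: 0% = neutral control wells and 100% = reference inhibitor control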
TROY NFkB inh: inhibitors of TROY-dependent NF-kB signaling; Q293 LMP1-TROYcd NF-kB luciferase reporter, 4 h; inhibition, % at 10 µM; actives 0.98% (n = 360,000); AID 1347056;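 active = compounds whose plate-normalised and pattern-corrected inhibition of the luciferase reporter signal at the single screening dose is 50% or more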
TWEAK-Fn14 inh: blocks TWEAK-Fn14 interaction in a reporter cell assay; actives 2% (n = 360,000); inhibition, % at 10 µM; TWEAK-stimulated Fn14 reporter cells, luciferase luminescence, 8 h; in the data active = inhibition above about 50%
SRC3 inh: inhibits human SRC3 coactivator; Q9Y6Q9; HEK293 GAL4-SRC3 luciferase reporter, luminescence; inhibition, % at 3.6 µM; actives 0.17% (n = 360,000); AID 588352;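 active = inhibition above a per-campaign cutoff, the mean of all compounds plus 3 SD, cut at about 60% in these data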;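 note: 0% = DMSO-treated cells and 100% = gossypol-treated cells at 36 µM; higher means less SRC3-driven luciferase light from the GAL4 reporter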
CF NFkB inh: cystic fibrosis NF-kB activation inhibition; KKLEB NF-kB-GFP reporter, PAF-induced, GFP fluorescence overnight; AID 588850; inhibition, % at 5 µM; actives 0.86% (n = 360,000);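 active = at least 50% inhibition at 5 µM, scaled per plate between neutral and stimulator controls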;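 note: PAF is a Pseudomonas aeruginosa culture filtrate used as stimulus; plate controls were PAF-stimulated DMSO wells for no effect and unstimulated DMSO wells for full effect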
LRH-1 inv ag: NR5A2 inverse agonism in reporter assay. actives 0.13% (n = 360,000). O00482. AID 602396. HEK293T StAR-luciferase reporter, LRH-1 transfected, 24 h. inhibition, % at 3.6 µM;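 active = inhibition above the mean inhibition of all tested compounds plus 3 SD, cut at about 73% in these data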;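 note: 0% = DMSO wells and 100% = reporter-only cells lacking LRH-1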
Target sequence (O00482 whole entry, looked up): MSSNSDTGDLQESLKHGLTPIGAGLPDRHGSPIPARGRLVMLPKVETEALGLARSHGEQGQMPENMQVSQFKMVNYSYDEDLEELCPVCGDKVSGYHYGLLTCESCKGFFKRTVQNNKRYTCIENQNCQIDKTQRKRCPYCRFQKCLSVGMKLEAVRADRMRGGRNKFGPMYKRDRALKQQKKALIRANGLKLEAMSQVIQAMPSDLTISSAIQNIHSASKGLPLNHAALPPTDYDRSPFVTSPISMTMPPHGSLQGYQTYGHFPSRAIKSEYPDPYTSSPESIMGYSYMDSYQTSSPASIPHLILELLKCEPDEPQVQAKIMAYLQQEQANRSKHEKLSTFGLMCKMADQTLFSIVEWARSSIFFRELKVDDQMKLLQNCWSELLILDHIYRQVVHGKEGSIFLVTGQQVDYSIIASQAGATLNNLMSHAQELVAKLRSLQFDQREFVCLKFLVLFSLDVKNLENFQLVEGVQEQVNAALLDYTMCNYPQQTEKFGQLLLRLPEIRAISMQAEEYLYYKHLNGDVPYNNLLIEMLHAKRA
KKLEB cytotox: counter-screen for CF NF-kB inhibitors: cytotoxicity | activity change (cytotoxicity), % at 5 µM | KKLEB CF airway cells viability, ATPlite luminescence, overnight; stronger effect = lower value; cells stimulated with P. aeruginosa culture filtrate | actives 0.36% (n = 360,000);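 active = corrected activity change at or below -50% at 5 µM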
An asterisk follows results filed as active; nt = not tested or not shown.

SMILES | NCOA1 inh | SRC2 inh | TRAIL sens C8 | NR2F2 inh | LMP1 NFkB inh | TROY NFkB inh | TWEAK-Fn14 inh | SRC3 inh | CF NFkB inh | LRH-1 inv ag | KKLEB cytotox
Cc1ccc(N2CC(=O)N(NC(=O)Nc3ccc(Cl)c(Cl)c3)CC2=O)cc1 | -20.1 | -2.4 | -2.8 | -31.9 | 1.1 | 16.4 | -12.9 | -2.1 | 13.9 | -10.0 | 2.7
Cc1sc(NC(=O)CSc2nnc(CCNC(=O)c3cccs3)n2C)nc1-c1ccccc1 | -1.1 | -3.6 | -0.3 | 16.6 | -3.0 | -39.4 | 17.0 | -11.2 | -18.0 | 11.0 | 6.0
O=Cc1ccc(-c2c(-c3ccccc3)oc3c2C(OCCCCO)CCC3)o1 (centres undefined) | nt | -14.6 | -0.8 | -6.4 | nt | -4.6 | 25.2 | nt | nt | 13.2 | nt
O=C(Nc1ccc2[nH]c(=S)sc2c1)Nc1ccccc1F | -77.6 | -14.2 | 22.1 | -9.3 | 3.1 | 19.3 | 37.9 | -86.5 | 6.5 | -128.3 | 12.5
CCOC(=O)Cc1csc(NC(=O)CSc2nnc(C(C)C)n2CC)n1 | -11.6 | 0.5 | -4.3 | 2.4 | -10.0 | 7.8 | -1.9 | -4.0 | -9.8 | -3.1 | 4.3
C=CCN1C(=O)C(CC(=O)Nc2ccc(C)cc2)SC1=Nc1c(C)n(C)n(-c2ccccc2)c1=O (centres undefined) | -7.0 | -23.1 | 6.7 | 8.6 | -4.5 | -1.5 | 13.5 | 1.8 | -1.9 | 13.4 | -1.6
C=CCNC(=O)c1ccccc1NC(=O)C1CCN(S(=O)(=O)c2ccc(SC)cc2)CC1 | -11.1 | 3.1 | -1.6 | -6.3 | 4.4 | 11.3 | -0.1 | 13.7 | 1.1 | 8.1 | 4.8
O=C(N[C@@H]1C/C=C\C[C@H](CC(=O)N(CCO)Cc2ccccc2)C(=O)N[C@@H](Cc2ccccc2)COC1=O)OCC1c2ccccc2-c2ccccc21 | -14.7 | -12.8 | 21.3 | 14.5 | -17.9 | 6.5 | 0.2 | -0.1 | 4.9 | -27.2 | -4.0
OC(c1ccccc1)c1ncc(-c2ccccc2Cl)[nH]1 (centres undefined) | -70.7 | -24.4 | -8.9 | -41.6 | nt | -28.2 | 1.9 | -46.1 | 7.4 | -45.4 | -8.5
Cc1onc(-c2ccccc2Cl)c1C(=O)Oc1cc(N)n(S(=O)(=O)c2ccc(F)cc2)n1 | -7.1 | -23.5 | 4.0 | 2.4 | 6.2 | 49.3 | 28.4 | -22.0 | 62.5* | -9.0 | -20.7
Nc1cc(=O)[nH]c(=S)n1-c1ccccc1 | -8.2 | -16.0 | -15.6 | 1.7 | 1.2 | -19.9 | 6.3 | 7.4 | 7.3 | -3.4 | -5.0
NC(CC(=O)NC(c1ccccc1)(c1ccccc1)c1ccccc1)C(=O)O (centres undefined) | -1.2 | -5.5 | -3.1 | 5.2 | 5.7 | -6.9 | 11.3 | -10.1 | -2.7 | -5.0 | -1.0
COc1ccc(-n2ncc(C(=O)NC3CC3)c2C2CCN(C(=O)OC(C)(C)C)CC2)cc1 | 8.3 | -24.0 | -6.4 | 19.0 | -4.0 | -20.2 | -13.6 | 6.6 | 7.5 | 1.7 | -0.2
CCN1C(=O)/C(=C\N(C)C)S/C1=N\S(=O)(=O)c1ccc(C)cc1 | 1.7 | -30.3 | -5.5 | 20.9 | -1.9 | -6.7 | 38.3 | 6.1 | 7.5 | -3.4 | -4.1
CCSc1nncn1/N=C/c1ccc(OC)c(OC)c1 | -27.4 | -57.5 | 1.3 | -31.7 | -1.9 | -13.8 | -11.1 | -11.4 | 22.0 | 4.3 | -5.5
COc1cc(C(=O)NCCC(C)C)c([N+](=O)[O-])cc1OC | -11.2 | 13.6 | -7.5 | -8.6 | -2.7 | 23.6 | 6.5 | 7.9 | 6.0 | -3.5 | -3.4
CC(C)CCn1nnnc1C(C(C)C)N1CCC(C(N)=O)CC1 (centres undefined) | -15.1 | -18.4 | -6.5 | 18.1 | -2.0 | 20.1 | 5.2 | -8.2 | -4.0 | 2.2 | 2.6
COc1ccc(C2/C=C\CN(C(=O)NC(C)C)CC(=O)N2Cc2ccc(F)cc2)cc1 (centres undefined) | 5.5 | 12.0 | -11.8 | -0.8 | -2.9 | 18.1 | -1.5 | 2.4 | 10.9 | -13.3 | -7.7
C[N+](C)(C)CCNC(=O)c1c[nH]c2ccccc12 | nt | -29.4 | 3.6 | 7.7 | nt | -5.3 | -4.0 | nt | nt | 4.2 | nt
Cc1oc(CSCC2CCCO2)cc1C(=O)O (centres undefined) | -5.9 | -73.3 | -10.5 | 14.4 | -10.3 | 9.6 | 13.2 | 3.8 | -6.5 | -7.6 | 0.3
NS(=O)(=O)c1ccc(NC(=S)NC(=O)c2cccc(Br)c2)cc1 | -18.4 | -12.6 | 2.0 | -2.0 | 0.9 | -0.5 | -36.6 | 7.5 | 5.8 | -7.0 | -2.2
Cc1ccc(C(=O)NCCNC(=O)CN2CCOCC2)cc1 | 1.6 | 4.3 | 1.6 | 4.5 | -5.6 | 4.0 | 1.2 | 7.5 | 5.2 | -6.4 | 0.2
CCC(COC)NC(=O)c1ccc(OC)c(OC2CCN(C(C)=O)CC2)c1 (centres undefined) | -13.3 | -15.2 | -5.2 | -9.8 | -0.8 | -16.4 | -16.3 | 11.7 | -9.4 | -18.7 | 5.8
O=C(CN1C(=O)C2C3CC(C(Br)C3Br)C2C1=O)Nc1ccc(C(=O)O)cc1 (centres undefined) | 8.9 | 4.7 | 0.5 | 2.0 | -16.1 | 7.0 | -9.6 | 8.9 | -2.3 | 12.2 | 5.1
O=C(COC(=O)c1cc2ccccc2cc1O)Nc1cccnc1Cl | -12.7 | 0.1 | -3.9 | 0.2 | -0.9 | -12.7 | 8.8 | -9.1 | 1.9 | -7.9 | -3.4
O=C(CCN1C(=O)/C(=C\c2cccs2)SC1=S)Nc1nccs1 | -20.6 | -15.8 | -11.9 | 6.8 | -11.4 | 8.5 | -9.2 | 18.9 | 15.2 | 0.3 | -29.6
COc1ccc(C(=O)OCC(=O)Nc2ccc([N+](=O)[O-])cc2OC)c(O)c1 | 0.6 | -2.1 | 6.0 | -2.6 | -53.1 | -3.1 | -22.1 | -8.4 | 7.6 | 1.5 | -28.0
Fc1ccc2nc3[nH]c4ccccc4c3nc2c1 | -88.1 | -45.0 | 29.5 | -64.5 | -116.9 | -98.2 | 17.0 | -56.8 | -116.6 | -80.0 | -13.2
COc1ccc(NC(=O)CN2CCCN(S(=O)(=O)c3ccc(F)cc3)CC2)c(OC)c1 | -5.0 | -19.9 | 7.5 | 7.2 | -1.4 | 5.1 | -2.6 | 4.5 | -0.6 | 29.9 | 1.9
Cc1ccc(N(CC(O)CN2CCCCC2)S(=O)(=O)c2ccccc2)cc1 (centres undefined) | -2.6 | -4.1 | 8.5 | -20.4 | 3.8 | -1.6 | -37.2 | 15.3 | -16.5 | -11.6 | 15.2
CC(O)C(NS(=O)(=O)c1ccc(Cl)cc1)C(=O)OCc1cc([N+](=O)[O-])cc2c1OCOC2 (centres undefined) | -15.5 | -14.9 | -1.3 | -5.7 | 9.2 | -5.2 | 5.0 | -1.4 | -13.9 | 6.8 | -5.2
Cc1cccc(C)c1NC(=O)CNC(=O)C(C)N(C)CC(=O)Nc1ccc(F)cc1 (centres undefined) | -3.4 | -9.2 | -1.3 | -10.6 | -1.6 | 0.8 | -2.9 | 1.6 | 5.6 | -4.6 | 0.9
CCCN1C(=O)/C(=C/c2ccco2)SC1=Nc1ccc(OC)cc1 | -15.4 | nt | -1.0 | nt | 1.1 | -9.9 | -2.5 | -5.4 | 18.3 | 6.2 | -17.2
COc1ccc(Cl)cc1C(=O)NCc1cn(C)nc1C | 3.0 | 14.0 | -4.3 | -2.4 | 6.2 | -7.5 | 4.9 | 12.2 | -5.4 | 5.3 | 7.1
COCO/C=C(\NC(C)=O)c1ccccc1 | -11.2 | -10.4 | 9.1 | -16.2 | -5.2 | 29.8 | 0.1 | -13.0 | 4.3 | -17.6 | -0.1
CC1CC(C)CN(C(=O)CN2C(=O)NC3(CCCCCCC3)C2=O)C1 (centres undefined) | -11.6 | -8.5 | -13.8 | -2.0 | 0.5 | 1.6 | -9.5 | -0.6 | 22.4 | -6.4 | -11.3
CC(=O)N(C(C)=O)n1c(C)nc2sc3c(c2c1=O)CCCC3 | 1.5 | -18.7 | 1.2 | -6.8 | -29.5 | 5.7 | -13.0 | 14.2 | -9.7 | 3.1 | 2.9
O=C1OC(c2ccccc2)/C(=C(/O)c2ccc(Cl)cc2)C1=O (centres undefined) | 0.1 | -11.2 | -2.1 | -16.4 | -11.9 | -11.4 | -9.2 | 12.2 | 0.6 | 16.8 | -2.3
O=C1c2cccc(OCc3ccc(F)cc3)c2CCN1Cc1ccccc1 | 29.2 | 27.9 | 24.7 | 20.9 | 28.0 | 27.6 | 15.8 | 29.3 | 15.2 | 2.3 | 1.3
O=C(COC(=O)c1cccc(O)c1)NCc1ccc2c(c1)OCO2 | 9.2 | -8.7 | -7.8 | 14.5 | -2.3 | -13.8 | 17.0 | 2.1 | 18.6 | 4.8 | -15.6
CC(C)Cc1nc2n[nH]c(N)c2c2c1CCC2 | -11.0 | 0.3 | -15.1 | -9.1 | 4.2 | -3.9 | 2.9 | -13.8 | 11.9 | 12.4 | -11.3
Cc1ccc([C@@H]2CC(=O)[C@@H]3CN(S(=O)(=O)c4ccc(C)cc4)[C@H](c4ccc(Cl)cc4)C[C@@H]3N2S(=O)(=O)c2ccc(C)cc2)cc1 | 0.0 | 11.9 | 7.0 | -15.5 | 0.9 | 3.5 | -45.4 | 7.4 | 6.1 | 7.2 | 27.7
Cc1ccc(S(=O)(=O)c2nc(S(C)(=O)=O)sc2N2CCC(C)CC2)cc1 | -2.9 | 9.7 | 4.3 | -12.1 | -7.3 | 17.8 | 36.3 | 13.1 | 44.3 | -6.2 | -13.2

Compounds shown so far that contain a COOH group (3):
SMILES | NCOA1 inh | SRC2 inh | TRAIL sens C8 | NR2F2 inh | LMP1 NFkB inh | TROY NFkB inh | TWEAK-Fn14 inh | SRC3 inh | CF NFkB inh | LRH-1 inv ag | KKLEB cytotox
NC(CC(=O)NC(c1ccccc1)(c1ccccc1)c1ccccc1)C(=O)O (centres undefined) | -1.2 | -5.5 | -3.1 | 5.2 | 5.7 | -6.9 | 11.3 | -10.1 | -2.7 | -5.0 | -1.0
Cc1oc(CSCC2CCCO2)cc1C(=O)O (centres undefined) | -5.9 | -73.3 | -10.5 | 14.4 | -10.3 | 9.6 | 13.2 | 3.8 | -6.5 | -7.6 | 0.3
O=C(CN1C(=O)C2C3CC(C(Br)C3Br)C2C1=O)Nc1ccc(C(=O)O)cc1 (centres undefined) | 8.9 | 4.7 | 0.5 | 2.0 | -16.1 | 7.0 | -9.6 | 8.9 | -2.3 | 12.2 | 5.1

High-throughput results deposited in PubChem by several laboratories.
